# Screening results as filed in PubChem.
# Rtt109 HAT inh – inhibitors of C. albicans Rtt109/Vps75 HAT, primary screen, biochemical, ThioGlo CoA-SH fluorescence, plate reader; hit rate 0.16% among 330,000; purified Rtt109/Vps75, 4 h; Histone acetyltransferase RTT109 (Candida albicans (strain SC5314 / ATCC MYA-2876)), …; inhibition, % at 34.9 µM;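 active means inhibition of at least 50% in every replicate; inconclusive means best replicate reaches 50% inhibition but some replicates fall short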
# Target sequence (Q5AAJ8 whole entry, looked up): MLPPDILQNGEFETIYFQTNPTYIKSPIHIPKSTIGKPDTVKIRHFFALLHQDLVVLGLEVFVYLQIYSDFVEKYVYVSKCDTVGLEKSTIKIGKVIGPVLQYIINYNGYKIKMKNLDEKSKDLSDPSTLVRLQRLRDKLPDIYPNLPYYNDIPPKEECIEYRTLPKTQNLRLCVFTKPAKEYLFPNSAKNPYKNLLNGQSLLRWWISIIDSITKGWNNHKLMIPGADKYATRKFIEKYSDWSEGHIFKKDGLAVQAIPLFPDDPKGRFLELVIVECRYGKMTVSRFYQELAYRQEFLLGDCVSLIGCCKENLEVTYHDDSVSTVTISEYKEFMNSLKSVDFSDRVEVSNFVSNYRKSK
# PKA-R2B act – activators of PKA-R2B holoenzyme, primary screen, biochemical, fluorescence polarization, Cy5-IP20, human | cAMP-dependent protein kinase catalytic subunit beta (Homo sapiens) + cAMP-dependent … | PKA-R2B holoenzyme dissociation; R2B truncated from residue 108, S112A mutant; 0% DMSO only, 100% 113 µM cGMP | activation, % at 11.4 µM | hit rate 0.079% among 340,000 | AID 504700, 2011;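 active means activation above a cutoff set at the mean over all compounds plus 3 SD, cut at about 18% in these data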;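 further: higher means more holoenzyme dissociation and a rise in polarization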
# DAGLB inhibitor – DAGLB lipase inhibitors, primary screen, biochemical, fluorescence, HTS; Diacylglycerol lipase-beta (Homo sapiens), Q8NCG7; HEK293T DAGLB membrane lysate, EnzChek fluorogenic substrate; inhibition, % at 5.17 µM; hit rate 0.059% among 340,000; AID 504411, 2011; in the data active means inhibition above about 34%;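 further: 0% = enzyme with vehicle and 100% = wells lacking enzyme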
# CAL PDZ FP-1 – untagged CAL PDZ binding inhibitors, primary screen, biochemical, fluorescence polarization, HTS | inhibition, % at 24.9 µM | hit rate 0.92% among 300,000 | purified CAL PDZ, TMR-peptide fluorescence polarization, 1 h | AID 602252, 2012 | Golgi-associated PDZ and coiled-coil motif-containing protein (Homo sapiens), Q9HD26;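 active means mean inhibition of at least 30% with at least half of replicates also reaching 30%; inconclusive means no clear call, values can overlap the other calls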;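 further: 0% = DMSO neutral control and 100% = excess unlabeled competitor peptide PRC23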
# cardiac RTF act – cardiac RTF calcium sensitivity activators, primary screen, biochemical, IANBD-TnC fluorescence, EC20 calcium | Troponin I, cardiac muscle (Homo sapiens) + Troponin T, cardiac muscle (Homo sapiens) + … | activation, % at 7.2 µM | IANBD-labeled TnC RTF fluorescence at EC20 calcium; 0% EC20 calcium, 100% full calcium | hit rate 0.24% among 340,000;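 active means activation above the mean over all tested compounds plus 3 SD, cut at about 30% in these data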;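 further: rise in fluorescence read as greater calcium sensitivity of cardiac thin filaments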
# C-LANA FP – inhibitors of KSHV C-LANA binding to DNA, primary screen, biochemical, fluorescence polarization, FAM-LBS DNA, MBP-C-LANA, single point; Kaposi's sarcoma herpesvirus LANA C-terminal domain (residues 932-1162) DNA binding; inhibition, % at 9 µM; hit rate 0.078% among 340,000; AID 504423, 2011;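 active means highest replicate inhibition at or above 60% at 9 µM, even if other replicates fall short; inactive means all replicates below 60% inhibition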;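 further: 0% = neutral control wells and 100% = 4 µM acridine orange control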
# RTF Ca sens inh – cardiac RTF calcium sensitivity inhibitors, primary screen, biochemical, IANBD-TnC fluorescence, EC70 calcium. Troponin I, cardiac muscle (Homo sapiens) + Troponin T, cardiac muscle (Homo sapiens) + …. IANBD-labeled cardiac RTF, Ca2+ fluorescence. inhibition, % at 7.15 µM. hit rate 0.12% among 340,000;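 active means inhibition above the mean inhibition of all tested compounds plus 3 SD, cut at about 17% in these data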;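 further: assay run at fixed EC70 calcium of 1.6 mM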
# CAL PDZ FP-2 – CAL PDZ peptide-binding inhibitors, primary screen, biochemical, fluorescence polarization, Cer-tagged CAL PDZ, HTS; purified CAL PDZ, TMR-peptide fluorescence polarization, 1 h; hit rate 0.02% among 330,000; AID 504414, 2011; Golgi-associated PDZ and coiled-coil motif-containing protein (Homo sapiens), Q9HD26; inhibition, % at 20 µM;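 active means highest replicate inhibition of at least 40%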;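 further: plate controls were DMSO neutral control wells for no effect and unlabeled competitor peptide control wells for full effect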
#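 Assay system – tagged CAL PDZ protein CerCALP, purified · Timing – 1 h at RT · Compound – single point, 20 µM · Measured by – fluorescence polarization from S- and P-plane intensities, G-factor corrected · Evaluation – inhibition from polarization loss · Probe or stimulus – TMR reporter peptide T*-PRC34 · Buffer or medium – pH 7.4 phosphate-saline buffer, reducing agent, detergent, IgG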
# Keap1-Nrf2 PPI – Keap1-Nrf2 protein-protein interaction inhibitors, primary screen, biochemical, fluorescence polarization, single point; Kelch-like ECH-associated protein 1 (Homo sapiens), Q14145; Keap1 Kelch-Nrf2 peptide fluorescence polarization, 1536-well; inhibition, % at 9.4 µM; hit rate 0.15% among 340,000; AID 504523, 2011; in the data active means inhibition above about 12%; inconclusive means no clear call, values can overlap the other calls; inactive means below about 7.3%;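 further: human Keap1 Kelch domain with fluorescein labeled Nrf2 9mer peptide probe; 0% = neutral control wells and 100% = peptide positive control; higher means more block of Keap1 binding to Nrf2 peptide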
# Target sequence (Q14145 whole entry, looked up, the tested form may be a part): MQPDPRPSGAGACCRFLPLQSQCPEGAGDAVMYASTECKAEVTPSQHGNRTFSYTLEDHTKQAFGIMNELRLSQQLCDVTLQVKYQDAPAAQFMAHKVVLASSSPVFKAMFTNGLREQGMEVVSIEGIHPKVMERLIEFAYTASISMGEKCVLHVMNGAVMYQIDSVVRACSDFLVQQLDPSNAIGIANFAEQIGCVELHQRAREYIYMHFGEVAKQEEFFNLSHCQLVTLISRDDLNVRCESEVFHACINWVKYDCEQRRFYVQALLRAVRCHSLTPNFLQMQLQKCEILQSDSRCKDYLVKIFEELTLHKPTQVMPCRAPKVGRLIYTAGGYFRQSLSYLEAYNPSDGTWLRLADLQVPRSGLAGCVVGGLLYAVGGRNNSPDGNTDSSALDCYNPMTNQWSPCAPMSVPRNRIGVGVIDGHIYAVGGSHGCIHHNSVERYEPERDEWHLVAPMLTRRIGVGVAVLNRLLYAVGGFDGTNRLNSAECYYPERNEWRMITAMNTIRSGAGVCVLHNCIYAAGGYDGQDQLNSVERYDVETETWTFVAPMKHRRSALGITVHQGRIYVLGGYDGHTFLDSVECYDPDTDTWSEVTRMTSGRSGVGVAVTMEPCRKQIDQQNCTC
# SR-BI DiI-HDL act – activators of SR-BI mediated DiI-HDL uptake, primary screen, ldlA[mSR-BI] CHO cells, DiI fluorescence | 3 h; 100 = double the neutral-control signal | activation, % at 12.5 µM | hit rate 0.096% among 320,000 | AID 504775, 2011;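 active means mean replicate activation of at least 60% and every replicate at or above 60%; inconclusive means mean or all-replicate condition met, but not both; inactive means mean below 60% and not all replicates reaching 60%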;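 further: 0% = median plate neutral-control signal and 100% = twice that signal; values of inactives mirror those of a sister screen read the other way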
#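 material = CHO ldlA[mSR-BI] cells | medium = Ham's F12 with 0.5% BSA, HEPES 25 mM, pH 7.4 | reagent = fluorescent DiI-HDL, 10 µg/mL final | compound dosing = single-point compound dose | incubation = 3 h, 37 °C | measured by = bottom-read fluorescence, 550/595 nm | measure = HDL uptake via cellular fluorescence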
# Active calls of the source: *; ? = inconclusive; nt = no result given; & = joins results of further samples. Compounds as they come; any-hit rate near 1.6%.
No.	Compound	Rtt109 HAT inh	PKA-R2B act	DAGLB inhibitor	CAL PDZ FP-1	cardiac RTF act	C-LANA FP	RTF Ca sens inh	CAL PDZ FP-2	Keap1-Nrf2 PPI	SR-BI DiI-HDL act
1	CCCn1c(C(C)NC(C)=O)nc2ccccc21 (stereo not given)	4	2	3	nt	3	0.6	-6	-0.2	-5	12
2	Cc1ccc(-n2ncc3c(=O)n(CC(N)=O)cnc32)cc1C	4	0	-1	-5	8	-3.6	-4	-0.6	-1	1
3	O=C(NCc1cccc(Cl)c1)C1CCC(=O)N(CCCN2CCOCC2)C1 (stereo not given)	?	1	-2	-2	-1	1.0	-6	-1.8	-2	2
4	CC1=CC(=O)C=C(C)C1=NOc1ccc([N+](=O)[O-])cc1	nt	5	-2	-6	3	-2.0	-3	0.0	-5	9
5	O=C(CCn1nc(-c2ccccc2)ccc1=O)N1CCCC1	nt	-5	0	1	8	-1.9	-2	-2.3	-3	23
6	CC(=O)c1ccc(NC(=O)C(C)NCc2ccccc2Cl)cc1 (stereo not given)	9	7	-4	-1	6	-0.6	-2	-2.3	-3	-36
7	CCn1c(SCC(=O)Nc2nc(C)c(C)s2)nc2cccnc21	-3	2	-2	-2	-5	-1.6	-14	-0.5	-3	-6
8	Cc1c(C(=O)N2c3ccccc3CC2C)oc2ccccc12 (stereo not given)	-14	-6	-8	-3	1	-0.1	-5	-0.6	1	nt
9	O=C(c1cccn(Cc2cccc(Cl)c2)c1=O)N1CCOCC1	-3	1	1	-2	-5	1.3	0	-1.5	-4	19
10	Cc1cc(O)c(C(C)C)cc1NC(=O)Cn1nc(C)c2ccccc2c1=O	19	-1	0	-2	-3	-0.2	-8	-0.1	-3	-9
11	CC(=O)Nc1nc(SCc2ccc(Cl)cc2Cl)n[nH]1	3	-2	-1	3	0	0.6	-7	-2.3	-4	9
12	NS(=O)(=O)c1ccc(NC(CNS(=O)(=O)c2ccccc2)c2ccccc2)cc1 (stereo not given)	-4	-4	-5	nt	-3	-0.2	-6	-0.4	-1	-10
13	CCc1nc2n[nH]c(N)c2c2c1CSC(C)(C)C2	-9	6	0	0	-4	0.1	7	-0.6	0	7
14	O=C(Nc1ccc(Cl)cn1)C1CCCN1S(=O)(=O)c1ccc(Cl)cc1 (stereo not given)	nt	3	-2	-3	9	-0.3	-4	-2.5	-2	-4
15	Cc1ccc(Nc2nc(CSc3nnc(-c4ccccc4)n3C)cs2)cc1	-6	-13	5	-5	1	-0.2	-9	0.7	-2	-12
16	CCOc1cc(C(=O)NCCN2C(=O)S/C(=C\c3cccnc3)C2=O)cc(OCC)c1OCC	-4	-9	1	-1	-6	-1.3	-2	-2.5	-9	-17
17	CSc1cccc(NS(=O)(=O)c2ccc(C(C)=O)cc2)c1	31	-6	-2	nt	-7	-1.9	1	-0.1	-2	nt
18	O=C(CCC(=O)NNC(=O)Nc1ccc(Cl)cc1)NCc1ccccc1	-4	7	-1	4	2	1.4	-1	-0.1	1	38
19	O=C(Nc1ccc(NC(=O)c2ccco2)c(Cl)c1)c1cccc([N+](=O)[O-])c1	-14	1	0	-2	-1	0.5	-1	0.4	-6	-74
20	O=C(NCc1ccc(Cl)cc1)c1ccncc1	0	7	-3	-2	-4	-0.3	-5	-1.1	-6	-4
21	CC(=O)c1cccc(CN2CCCC(C(=O)Nc3cccc(-n4cccn4)c3)C2)c1 (stereo not given)	4	9	-1	-1	1	0.6	4	-3.1	-3	nt
22	COc1ccc(C2CC(c3cccc(C)c3)n3ncnc3N2)cc1 (stereo not given)	-42	1	0	-5	3	-1.6	5	0.4	-4	6
23	COc1ccc(N(CC(=O)Nc2ccccc2C)S(=O)(=O)c2c(C)[nH]c(=O)[nH]c2=O)cc1	-2	-2	0	-1	-3	1.2	-1	-2.8	-7	27
24	CONC(=O)Nc1ccccc1[N+](=O)[O-]	5	1	-2	-1	1	1.1	-32	-2.4	-4	2
25	COC(=O)c1ccc(CSc2cc(C)c3ccccc3n2)o1	-3	3	-14	-6	-4	1.5	16	-2.5	-3	11
26	CC1=NN(c2ccccc2)C(=O)/C1=C\c1cn(-c2ccccc2)nc1C	-4	0	1	-2	5	-1.5	-6	-2.2	-9	21
27	O=C(CSc1ccncc1)Nc1ccc(S(=O)(=O)Nc2nccs2)cc1	-5	-14	0	0	-5	2.4	6	-0.1	-5	nt
28	O=C(Nc1cccc(Cl)c1)C1C2C=CC3(O2)C1C(=O)N(CCN1CCCCC1)C3C(=O)NC1CCCCC1 (stereo not given)	-2	-11	1	13	-1	-0.2	1	-0.8	-3	nt
29	CCCc1nc2ccc(NC(=O)c3cccs3)cc2c(=O)n1Cc1ccccc1Cl	3	-12	-2	-2	5	-0.3	-24	-2.5	-2	-58
30	NCCCn1cnc2ccccc21	0	1	1	-2	0	0.3	-6	-1.1	-3	8

# A draw from above in order of formula weight, lowest first.
No.	Compound	Rtt109 HAT inh	PKA-R2B act	DAGLB inhibitor	CAL PDZ FP-1	cardiac RTF act	C-LANA FP	RTF Ca sens inh	CAL PDZ FP-2	Keap1-Nrf2 PPI	SR-BI DiI-HDL act
30	NCCCn1cnc2ccccc21	0	1	1	-2	0	0.3	-6	-1.1	-3	8
8	Cc1c(C(=O)N2c3ccccc3CC2C)oc2ccccc12 (stereo not given)	-14	-6	-8	-3	1	-0.1	-5	-0.6	1	nt
6	CC(=O)c1ccc(NC(=O)C(C)NCc2ccccc2Cl)cc1 (stereo not given)	9	7	-4	-1	6	-0.6	-2	-2.3	-3	-36
26	CC1=NN(c2ccccc2)C(=O)/C1=C\c1cn(-c2ccccc2)nc1C	-4	0	1	-2	5	-1.5	-6	-2.2	-9	21
7	CCn1c(SCC(=O)Nc2nc(C)c(C)s2)nc2cccnc21	-3	2	-2	-2	-5	-1.6	-14	-0.5	-3	-6

# (listing goes on)
No.	Compound	Rtt109 HAT inh	PKA-R2B act	DAGLB inhibitor	CAL PDZ FP-1	cardiac RTF act	C-LANA FP	RTF Ca sens inh	CAL PDZ FP-2	Keap1-Nrf2 PPI	SR-BI DiI-HDL act
31	CC(=O)Nc1ccc(NC(=O)C(C)OC(=O)CCCOc2ccc(Cl)c(C)c2)cc1 (stereo not given)	6	-1	2	16	5	0.5	-3	-2.1	0	-12
32	CCN(C(=S)NC(=O)c1ccco1)c1cccc2ccccc12	5	-5	2	0	-2	0.6	1	-0.4	-21	1
33	CCn1c(=O)cc(OCC(=O)N2CCCCCC2)c2ccccc21	-4	-11	0	0	2	0.2	-1	0.5	-8	-22
34	O=C(c1ccc(Cl)cc1)N1CCN(S(=O)(=O)/C=C/c2ccccc2)CC1	3	0	0	-2	3	-2.3	0	0.0	-3	28
35	Cc1cc(C)c2c(N)c(C(=O)NCc3ccco3)sc2n1	9	7	3	-5	-1	-1.7	-22	0.1	-1	10
36	CC(C)[C@H]1COCCS(=O)(=O)N1Cc1ccccc1-c1ccc(F)cc1	2	-3	-4	0	-2	0.8	-6	-0.1	3	-6
37	CC(=O)N(C)c1ccc(NC(=O)/C=C/c2ccccc2Cl)cc1	-3	5	-1	-8	-2	-1.1	4	-3.0	-2	-27
38	C[C@H](CO)N1C[C@H](C)[C@@H](CN(C)C(=O)Nc2ccccc2)Oc2ccc(NS(=O)(=O)c3ccc(F)cc3)cc2C1=O	4	-1	1	-1	-3	-1.5	-6	-0.1	-6	6
39	CC(=O)Nc1ccc(S(=O)(=O)c2ccc(N)cc2)cc1	-10	-8	3	1	1	0.6	-3	-1.0	4	17
40	CCCNS(=O)(=O)c1ccc(OCC(=O)NCc2ccc3c(c2)OCO3)cc1	-4	-5	0	14	1	0.5	3	0.4	3	-18
41	COCCCNC(=O)CN(c1cc(C(F)(F)F)ccc1Cl)S(C)(=O)=O	-2	-17	0	-17	6	-0.9	2	-1.2	2	17
42	O=C(CN1CCOCC1)Nc1ccccc1Sc1ccccc1	-3	4	1	-5	4	1.3	-19	0.1	-2	15
43	Cc1cccc(-n2c(Cc3cc(=O)[nH]c(=O)[nH]3)nnc2SCC(=O)NCc2ccco2)c1	-32	0	-1	-3	6	2.1	-7	-0.3	-8	17
44	Nc1ccc(S(=O)(=O)O)cn1	15&-9&3	0&-3&-6	-1&-1&-5	-2&0	-3&1&11	-0.5&-1.1&1.6	1&-4&10	-0.5&1.1&0.1	-1&2&-3	13&3
45	COC(=O)c1cc2occc2n1CC(=O)Nc1ccc(C)cc1C	1	10	-1	-2	3	0.2	-5	-1.2	-1	-6
46	O=C(C1CCN(Cc2ccccc2)CC1)N1CCCC1	-2	4	-4	3	7	-1.3	-2	-1.1	2	12
47	COc1cc(C(=O)O/N=C(\N)c2ccccn2)cc(OC)c1OC	12	3	0	12	-3	-1.3	-1	-0.8	-3	-6
48	CCCC(C)NC(=S)Nc1cc(C)cc(C)c1 (stereo not given)	3	-2	1	-4	3	1.6	-3	-1.8	-1	16
49	CCOC(=O)N1CCN(c2ncnc3c2[nH]c2ccc(F)cc23)CC1	-4	-9	0	-1	2	-0.7	-10	-4.8	-4	7
50	COCCn1c(C)cc(C2=NNC(=NC3CC3)SC2)c1C	22	-11	-1	-1	-2	0.1	-1	-1.9	-2	17
51	O=C(O)CNc1nc(-c2ccccc2)nc2ccccc12	2	-7	0	-4	4	0.5	-12	-3.4	-3	25
